Screening data (PubChem)
Exocytosis inh = LAMP-1 surface exposure blockers, TALL-104 cells – cell-based, flow cytometry, MLPCN library, primary screen | inhibition, % at 10 µM | hit rate 0.66% among 360,000 | AID 651702, 2012 | TALL-104 LAMP-1 surface exposure; cells stimulated with thapsigargin and PMA;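 active = inhibition above about 55%, limit read from the data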
aDG glyco up = activators of alpha-DG glycosylation, primary screen, uHTS, Pro5-aDG cells, AlphaScreen; alpha-DG glycosylation AlphaScreen (IIH6); 0% Pro5, 100% B10-LARGE cell signal; activation, % at 10 µM; hit rate 0.22% among 360,000; AID 624168, 2012;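 active = activation of at least 8% versus controls, or a plate z-score of at least 8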;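 also: Pro5 are CHO cells carrying HIG-tagged alpha-DG that lacks glycosylation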
HTR2A ag = mouse Htr2a agonists via beta-arrestin recruitment, primary screen, cell-based, luminescence; 5-hydroxytryptamine receptor 2A (Mus musculus), P35363; hit rate 0.66% among 360,000; CHO-K1 mHTR2A beta-arrestin complementation; percent of 30 µM serotonin response; activation, % at 7.6 µM;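 active = activation above a run cutoff, the mean activation of all tested compounds plus 3 SD, cut at about 14% in these data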;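 also: 0% = plate median of compound wells and 100% = 30 µM serotonin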
iPSC survival up = enhancers of single-cell hiPSC survival, primary screen, ATPlite luminescence; 100% = ROCK inhibitor wells, 0% = DMSO; survival enhancement, % at 20 µM; hit rate 0.044% among 360,000; in the data active = survival enhancement above about 18%;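 also: cells exposed to compounds for 16 hours before the ATP read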
MC4R ag barr = MC4R agonists recruiting beta-arrestin, primary screen, cell-based, luminescence, agonist arm of biased-ligand search | Melanocortin receptor 4 (Homo sapiens), P32245 | U2OS MC4R beta-arrestin complementation; percent of melanotan II response, DMSO zero | activation, % at 8.9 µM | hit rate 0.98% among 360,000;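 active = activation above a per-plate cutoff, the mean activation of sample wells on that plate plus 3 SD, cut at about 8% in these data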
ABHD5-PLIN5 inh = ABHD5-PLIN5 interaction inhibitors, primary screen, cell lysate, split luciferase complementation, luminescence | AID 602281, 2012 | hit rate 0.78% among 360,000 | Perilipin-5 (Homo sapiens) + 1-acylglycerol-3-phosphate O-acyltransferase ABHD5 (Homo … | Split G. princeps luciferase complementation, 4 h | inhibition, % at 4 µM;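 active = inhibition above the mean inhibition across every tested compound plus 3 SD, cut at about 22% in these data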;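 also: 0% = DMSO only wells and the 100% control is not disclosed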
Target sequence (Q00G26 whole entry, looked up): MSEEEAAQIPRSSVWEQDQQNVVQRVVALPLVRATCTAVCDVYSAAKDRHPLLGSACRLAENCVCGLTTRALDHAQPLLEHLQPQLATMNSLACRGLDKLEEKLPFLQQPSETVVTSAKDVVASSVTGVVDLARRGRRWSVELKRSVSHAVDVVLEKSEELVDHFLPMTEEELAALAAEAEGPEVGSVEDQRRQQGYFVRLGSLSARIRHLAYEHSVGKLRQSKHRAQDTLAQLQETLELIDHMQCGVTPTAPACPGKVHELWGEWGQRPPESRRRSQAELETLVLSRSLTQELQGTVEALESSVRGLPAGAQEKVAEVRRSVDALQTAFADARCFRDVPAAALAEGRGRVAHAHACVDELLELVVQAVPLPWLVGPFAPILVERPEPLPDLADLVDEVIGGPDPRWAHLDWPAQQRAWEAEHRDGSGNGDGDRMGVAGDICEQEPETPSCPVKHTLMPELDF
Target sequence (Q8WTS1 whole entry, looked up): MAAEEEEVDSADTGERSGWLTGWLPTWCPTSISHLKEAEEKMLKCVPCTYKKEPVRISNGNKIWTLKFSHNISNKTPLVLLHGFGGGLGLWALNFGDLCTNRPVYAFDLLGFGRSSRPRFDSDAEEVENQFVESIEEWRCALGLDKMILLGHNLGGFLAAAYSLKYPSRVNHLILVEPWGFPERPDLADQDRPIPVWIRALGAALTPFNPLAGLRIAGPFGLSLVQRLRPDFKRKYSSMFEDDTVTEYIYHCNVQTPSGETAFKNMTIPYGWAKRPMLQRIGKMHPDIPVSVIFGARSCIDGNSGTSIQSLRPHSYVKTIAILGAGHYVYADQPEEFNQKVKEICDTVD
Glyco luc inh = increase of ERlucT glycosylation luciferase signal, primary screen, N-linked glycosylation inhibitor project, D54 ERlucT cells, luminescence, set 2; D54 ERlucT glycosylation luciferase reporter, 24 h; percent of 100 nM tunicamycin response; reporter increase, % at 12.5 µM; hit rate 0.23% among 360,000;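 active = mean luciferase reporter signal, scaled so untreated is 0 and the glycosylation-blocking control 100, at or above a set limit in every replicate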;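 also: luciferase carries N-glycosylation sites so blocking glycosylation raises the light; 0% = median of neutral control wells and 100% = median of 100 nM tunicamycin wells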
MC4R antagonist = MC4R antagonists of cAMP signaling, primary screen, cell-based, TR-FRET, antagonist arm of biased-ligand search; inhibition, % at 6.5 µM; AID 540295, 2011; hit rate 0.48% among 360,000; Melanocortin receptor 4 (Homo sapiens), P32245; MC4R-expressing cells, MTII-stimulated cAMP, LANCE TR-FRET;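 active = inhibition above its plate's cutoff, the mean of tested wells on that plate plus 3 SD, cut at about 29% in these data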;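 also: 0% = Melanotan II alone and 100% = Melanotan II plus saturating MCL0020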
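Test system: U2OS cells stably expressing human melanocortin 4 receptor (MC4R); also added: Melanotan II challenge; compound: 6.5 µM single dose; timing: 30-min compound preincubation, 1-h Melanotan II challenge, 1-h detection, room temperature; signal: Eu-cAMP/anti-cAMP TR-FRET, emission 671 nm; repeats: one well per compound, no replicates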
Cardio protect = cardioprotection against H2O2-induced cell death, primary screen, uHTS, H9c2 cells, ATPLite luminescence | H9c2 cardiomyocytes, H2O2 injury protection, 2 h | protection from H2O2 cell death, % at 20 µM | hit rate 0.63% among 360,000;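 active = compounds giving at least 50% protection of heart cells from peroxide-induced death in the single-dose screen, raw or plate-pattern-corrected value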;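 also: 0% = DMSO wells with peroxide and 100% = DMSO wells without peroxide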
ABCB6 inh MLPCN = ABCB6 transporter inhibitors, primary screen, K562-ABCB6 cells, flow cytometry, MLPCN library; ATP-binding cassette sub-family B member 6 (Homo sapiens), Q9NP58; K562-ABCB6 porphyrin accumulation, 1 h; stronger effect = lower value; fluorescence ratio to DMSO, % at 10 µM; hit rate 0.19% among 360,000;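 active = fluorescence ratio to DMSO below 75%, the collection mean minus 3 SD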;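 also: signal is porphyrin accumulated inside mitochondria; 100% equals median channel fluorescence of DMSO control wells; lower ratio means ABCB6 inhibition with less porphyrin fluorescence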
* marks the source's active call; other numbers are inactive results.

nr	SMILES	Exocytosis inh	aDG glyco up	HTR2A ag	iPSC survival up	MC4R ag barr	ABHD5-PLIN5 inh	Glyco luc inh	MC4R antagonist	Cardio protect	ABCB6 inh MLPCN
1	Cc1ccnc2nc(C(=O)OCC(=O)N(CC(C)C)C3CCS(=O)(=O)C3)nn12 (stereo unspecified)	6	-0.3	-4	1.3	0.8	2	1	6	-4	100
2	COCCC(=O)N1CCC(Oc2ccc(C(=O)N(C)Cc3cc(C)no3)cc2)CC1	1	-0.1	0	0.1	-1.7	3	-1	10	-6	97
3	Cc1ccccc1CSc1nc2n(n1)C(c1cccs1)C1=C(CCCC1=O)N2 (stereo unspecified)	-4	1.4	3	-0.9	-1.4	3	1	8	14	97
4	COc1cc(/C=C2\C(=O)ON=C2c2ccccc2)cc(Cl)c1O	16	0.5	0	-1.3	-3.2	4	2	12	-12	122
5	COc1ccc(Br)cc1S(=O)(=O)N1CCN=C1C	3	0.0	3	-3.3	-0.2	1	-2	-13	5	92
6	CC(C#N)Sc1nnc(-c2ccccc2F)n1C1CC1 (stereo unspecified)	10	2.1	5	-0.4	-1.1	0	-2	8	0	101
7	O=C(CCl)NC(Cc1c[nH]c2ccc(OCc3ccccc3)cc12)C(=O)O (stereo unspecified)	0	-0.1	1	0.6	-0.4	2	1	2	4	94
8	CC(=O)Oc1ccc2c(c1)OC(c1ccccc1)CC21CC(C)(C)NC(=S)N1 (stereo unspecified)	18	-0.1	9	0.9	1.4	12	-3	2	4	92
9	O=C(NCc1cccs1)c1ccc(CS(=O)Cc2cccc(Cl)c2)o1 (stereo unspecified)	-2	-0.1	-1	2.0	0.8	-4	-1	-2	10	98
10	CCCc1nc(NCc2ccc3c(c2)OCO3)c2nnn(Cc3ccccc3Cl)c2n1	7	0.0	-3	5.9	0.7	0	-4	-1	-6	94

Sorted by molecular weight (highest first): part of the list above.
nr	SMILES	Exocytosis inh	aDG glyco up	HTR2A ag	iPSC survival up	MC4R ag barr	ABHD5-PLIN5 inh	Glyco luc inh	MC4R antagonist	Cardio protect	ABCB6 inh MLPCN
10	CCCc1nc(NCc2ccc3c(c2)OCO3)c2nnn(Cc3ccccc3Cl)c2n1	7	0.0	-3	5.9	0.7	0	-4	-1	-6	94
2	COCCC(=O)N1CCC(Oc2ccc(C(=O)N(C)Cc3cc(C)no3)cc2)CC1	1	-0.1	0	0.1	-1.7	3	-1	10	-6	97
3	Cc1ccccc1CSc1nc2n(n1)C(c1cccs1)C1=C(CCCC1=O)N2 (stereo unspecified)	-4	1.4	3	-0.9	-1.4	3	1	8	14	97

Later entries
nr	SMILES	Exocytosis inh	aDG glyco up	HTR2A ag	iPSC survival up	MC4R ag barr	ABHD5-PLIN5 inh	Glyco luc inh	MC4R antagonist	Cardio protect	ABCB6 inh MLPCN
11	Cc1nc(C)c(CC(=O)N/N=C/c2ccc(O)cc2)c(=O)[nH]1	-2	0.0	2	1.0	0.4	4	1	6	-4	102
12	Cc1cc(Cl)ccc1OCC(=O)N/N=C1\CCCc2ccccc21	0	0.1	-4	-1.9	1.6	2	-1	12	-7	96
13	CC(N=C(NS(=O)(=O)c1ccc(Cl)cc1)c1ccccc1)C(=O)O (stereo unspecified)	1	-0.1	0	-2.2	-0.3	8	1	11	1	94
14	O=C(N/N=C/c1cccnc1)c1cccc(NC(=O)c2cccc(Br)c2)c1	0	-0.1	-5	0.8	-0.6	-14	-1	15	-3	99
15	CC(=O)Nc1cc(NC(C)=O)cc(C(=O)OCC(=O)c2ccc3c(c2)NC(=O)CO3)c1	7	-0.3	20*	-0.5	-1.4	9	1	17	0	100
16	O=C1c2cccc3cccc(c23)C(=O)N1CCCc1n[nH]c(=S)n1-c1ccccc1	-4	-0.1	8	1.2	-0.5	2	4	-3	6	98
17	O=C(/C=C/c1ccc(Cl)c([N+](=O)[O-])c1)Nc1cccnc1	-1	0.2	-4	0.3	-2.4	3	2	25	50*	94
18	Cc1noc(C)c1CSCC(=O)N(CC(C)C)c1c(N)n(Cc2ccccc2)c(=O)[nH]c1=O	1	-0.3	0	-0.1	-2.4	0	2	8	-3	81
19	O=C(c1cc2cc(Cl)ccc2[nH]1)N1CCN(c2ccccn2)CC1	0	-0.1	-2	-0.6	0.3	-21	1	2	3	102
20	Oc1c(Cl)cc(Cl)cc1C=Nc1cc(C(F)(F)F)ccc1N1CCc2ccccc2C1	14	0.0	-3	-0.8	-0.7	-8	-12	29*	-21	95

Ten compounds out of the list, ordered by count of non-hydrogen atoms, highest first.
nr	SMILES	Exocytosis inh	aDG glyco up	HTR2A ag	iPSC survival up	MC4R ag barr	ABHD5-PLIN5 inh	Glyco luc inh	MC4R antagonist	Cardio protect	ABCB6 inh MLPCN
18	Cc1noc(C)c1CSCC(=O)N(CC(C)C)c1c(N)n(Cc2ccccc2)c(=O)[nH]c1=O	1	-0.3	0	-0.1	-2.4	0	2	8	-3	81
15	CC(=O)Nc1cc(NC(C)=O)cc(C(=O)OCC(=O)c2ccc3c(c2)NC(=O)CO3)c1	7	-0.3	20*	-0.5	-1.4	9	1	17	0	100
16	O=C1c2cccc3cccc(c23)C(=O)N1CCCc1n[nH]c(=S)n1-c1ccccc1	-4	-0.1	8	1.2	-0.5	2	4	-3	6	98
8	CC(=O)Oc1ccc2c(c1)OC(c1ccccc1)CC21CC(C)(C)NC(=S)N1 (stereo unspecified)	18	-0.1	9	0.9	1.4	12	-3	2	4	92
7	O=C(CCl)NC(Cc1c[nH]c2ccc(OCc3ccccc3)cc12)C(=O)O (stereo unspecified)	0	-0.1	1	0.6	-0.4	2	1	2	4	94
9	O=C(NCc1cccs1)c1ccc(CS(=O)Cc2cccc(Cl)c2)o1 (stereo unspecified)	-2	-0.1	-1	2.0	0.8	-4	-1	-2	10	98
13	CC(N=C(NS(=O)(=O)c1ccc(Cl)cc1)c1ccccc1)C(=O)O (stereo unspecified)	1	-0.1	0	-2.2	-0.3	8	1	11	1	94
11	Cc1nc(C)c(CC(=O)N/N=C/c2ccc(O)cc2)c(=O)[nH]1	-2	0.0	2	1.0	0.4	4	1	6	-4	102
17	O=C(/C=C/c1ccc(Cl)c([N+](=O)[O-])c1)Nc1cccnc1	-1	0.2	-4	0.3	-2.4	3	2	25	50*	94
6	CC(C#N)Sc1nnc(-c2ccccc2F)n1C1CC1 (stereo unspecified)	10	2.1	5	-0.4	-1.1	0	-2	8	0	101

The list continues:
nr	SMILES	Exocytosis inh	aDG glyco up	HTR2A ag	iPSC survival up	MC4R ag barr	ABHD5-PLIN5 inh	Glyco luc inh	MC4R antagonist	Cardio protect	ABCB6 inh MLPCN
21	O=S(=O)(Nc1ncccn1)c1ccc(NC(=S)NCc2ccco2)cc1	-2	0.9	3	2.2	-2.5	2	1	-10	4	98
22	CN(C)CC(O)COc1cc2ccccc2cc1C(=O)N1CCCCC1 (stereo unspecified)	-5	-0.2	-9	-0.4	-2.8	-1	1	-2	-2	93
23	CCN1C(=O)C(C)S/C1=N\S(=O)(=O)c1ccc(Cl)s1 (stereo unspecified)	1	0.1	2	-1.3	-0.8	0	1	6	3	100
24	COc1cccc(Cn2c(-c3cccs3)noc2=O)c1	2	0.9	-1	-2.8	4.6	3	-2	0	-1	96
